# Screens from PubChem.
# Keap1 Nrf2 FP = Keap1-Nrf2 protein-protein interaction inhibitors, primary screen, biochemical, fluorescence polarization, single point; Kelch-like ECH-associated protein 1 (Homo sapiens), Q14145; Keap1 Kelch-Nrf2 peptide fluorescence polarization, 1536-well; inhibition, % at 9.4 µM; 340,000 tested, 0.15% active; AID 504523, 2011; in the data active = inhibition above about 12%;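 note: human Keap1 Kelch domain with fluorescein labeled Nrf2 9mer peptide probe; 0% = neutral control wells and 100% = peptide positive control; higher means more block of Keap1 binding to Nrf2 peptide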
# Target sequence (Q14145 whole entry, looked up, the tested form may be a part): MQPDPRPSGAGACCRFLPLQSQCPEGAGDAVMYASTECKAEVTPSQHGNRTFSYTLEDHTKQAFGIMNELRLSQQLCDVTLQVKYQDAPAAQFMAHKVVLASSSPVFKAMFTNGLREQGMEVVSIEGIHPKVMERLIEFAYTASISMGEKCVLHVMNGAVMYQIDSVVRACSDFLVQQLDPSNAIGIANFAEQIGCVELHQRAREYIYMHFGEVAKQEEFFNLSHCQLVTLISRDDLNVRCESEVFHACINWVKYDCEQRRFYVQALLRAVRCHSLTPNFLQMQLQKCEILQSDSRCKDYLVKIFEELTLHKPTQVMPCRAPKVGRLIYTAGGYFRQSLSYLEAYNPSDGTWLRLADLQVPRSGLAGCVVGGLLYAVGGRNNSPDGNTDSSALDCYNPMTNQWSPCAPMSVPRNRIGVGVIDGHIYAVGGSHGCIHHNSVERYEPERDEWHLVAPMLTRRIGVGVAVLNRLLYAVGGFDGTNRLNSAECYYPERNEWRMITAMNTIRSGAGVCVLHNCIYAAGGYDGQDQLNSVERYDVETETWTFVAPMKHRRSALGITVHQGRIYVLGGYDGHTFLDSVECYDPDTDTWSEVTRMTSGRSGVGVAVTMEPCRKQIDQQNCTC
# MOR-DOR inv ag = inverse agonists of MOR-DOR heterodimerization, primary screen, cell-based, luminescence; 340,000 tested, 0.21% active; cell-based MOR-DOR heterodimer luminescence, inverse agonism; Mu-type opioid receptor (Homo sapiens) + Delta-type opioid receptor (Homo sapiens), …; inhibition, % at 9.3 µM; in the data active = inhibition above about 22%, passing the limit was not always enough;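 note: 0% = cells with DMSO and 100% = wells without cells with DMSO; values of inactives mirror those of a sister screen read the other way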
# V-ATPase pHluor = regulators of yeast V-ATPase proton pumping, primary screen, pHLuorin cytosolic pH fluorescence; response, % at 10 µM; AID 504577, 2011; S. cerevisiae; 350,000 tested, 0.37% active; in the data active = response mostly above about 7.3%, no sharp cut-off; inactive = mostly below about 5.4%; note: actives read high; inactives centre near 0; some compounds called inactive have numbers as strong as hits; reference of the scale not given here
# CAL-PDZ inh HTS = untagged CAL PDZ binding inhibitors, primary screen, biochemical, fluorescence polarization, HTS. Golgi-associated PDZ and coiled-coil motif-containing protein (Homo sapiens), Q9HD26. purified CAL PDZ, TMR-peptide fluorescence polarization, 1 h. 300,000 tested, 0.92% active. inhibition, % at 24.9 µM;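 active = mean inhibition of at least 30% with at least half of replicates also reaching 30%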;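 note: 0% = DMSO neutral control and 100% = excess unlabeled competitor peptide PRC23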
# RTF Ca sens inh = cardiac RTF calcium sensitivity inhibitors, primary screen, biochemical, IANBD-TnC fluorescence, EC70 calcium. inhibition, % at 7.15 µM. 340,000 tested, 0.12% active. Troponin I, cardiac muscle (Homo sapiens) + Troponin T, cardiac muscle (Homo sapiens) + …. IANBD-labeled cardiac RTF, Ca2+ fluorescence;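 active = inhibition above the mean inhibition of all tested compounds plus 3 SD, cut at about 17% in these data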;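 note: assay run at fixed EC70 calcium of 1.6 mM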
# HTR5A ag ctr = HTR5A agonists in luminescence cell assay, primary screen, counter-screen for OPRM1-OPRD1 heterodimer agonist project, full-deck HTS; 5-hydroxytryptamine receptor 5A (Homo sapiens), P47898; cell-based; activation, % at 9.3 µM; 340,000 tested, 0.61% active; in the data active = activation mostly above about 9.5%, no sharp cut-off; inactive = mostly below about 7.6%;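 note: 0% = cells with vehicle only and 100% = reference agonist; strong numbers were not always called active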
# Target sequence (P47898 whole entry, looked up): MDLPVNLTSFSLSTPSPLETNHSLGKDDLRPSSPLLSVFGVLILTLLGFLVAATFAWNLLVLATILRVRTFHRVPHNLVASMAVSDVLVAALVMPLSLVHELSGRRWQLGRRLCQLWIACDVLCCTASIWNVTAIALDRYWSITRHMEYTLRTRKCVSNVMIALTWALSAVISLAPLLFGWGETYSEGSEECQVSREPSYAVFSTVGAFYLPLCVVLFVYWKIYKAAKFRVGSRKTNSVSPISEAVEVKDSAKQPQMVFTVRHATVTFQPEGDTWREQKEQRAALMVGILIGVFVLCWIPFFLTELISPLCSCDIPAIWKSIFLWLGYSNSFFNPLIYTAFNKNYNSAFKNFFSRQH
# C-LANA FP = inhibitors of KSHV C-LANA binding to DNA, primary screen, biochemical, fluorescence polarization, FAM-LBS DNA, MBP-C-LANA, single point | Kaposi's sarcoma herpesvirus LANA C-terminal domain (residues 932-1162) DNA binding | inhibition, % at 9 µM | 340,000 tested, 0.078% active | AID 504423, 2011;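 active = highest replicate inhibition at or above 60% at 9 µM, even if other replicates fall short; inactive = all replicates below 60% inhibition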;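 note: 0% = neutral control wells and 100% = 4 µM acridine orange control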
# OPRM1-OPRD1 ag = agonists of OPRM1-OPRD1 heterodimerization, primary screen, cell-based, luminescence; Mu-type opioid receptor (Homo sapiens) + Delta-type opioid receptor (Homo sapiens), …; cells; activation, % at 9.3 µM; 340,000 tested, 0.3% active; AID 504326, 2011; in the data active = activation above about 18%;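 note: 0% = vehicle-treated cells and 100% = reference agonist; values of inactives mirror those of a sister screen read the other way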
# HTR5A inv ag = HTR5A inverse agonists in luminescence cell assay, primary screen, counter-screen for OPRM1-OPRD1 heterodimer inverse agonist project, full-deck HTS. 5-hydroxytryptamine receptor 5A (Homo sapiens), P47898. HTR5A cell line, inverse agonism. inhibition, % at 9.3 µM. 340,000 tested, 0.083% active. AID 504634, 2011; in the data active = inhibition mostly above about 23%, no sharp cut-off; inactive = mostly below about 18%;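 note: 0% = cells with DMSO and 100% = no-cell wells with DMSO; some compounds called inactive have numbers as strong as hits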
# cardiac RTF act = cardiac RTF calcium sensitivity activators, primary screen, biochemical, IANBD-TnC fluorescence, EC20 calcium; Troponin I, cardiac muscle (Homo sapiens) + Troponin T, cardiac muscle (Homo sapiens) + …; IANBD-labeled TnC RTF fluorescence at EC20 calcium; 0% EC20 calcium, 100% full calcium; activation, % at 7.2 µM; 340,000 tested, 0.24% active;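 active = activation above the mean over all tested compounds plus 3 SD, cut at about 30% in these data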;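 note: rise in fluorescence read as greater calcium sensitivity of cardiac thin filaments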
# Active calls of the source: *; x = not tested or not shown.
SMILES,Keap1 Nrf2 FP,MOR-DOR inv ag,V-ATPase pHluor,CAL-PDZ inh HTS,RTF Ca sens inh,HTR5A ag ctr,C-LANA FP,OPRM1-OPRD1 ag,HTR5A inv ag,cardiac RTF act
CN=C1SC(CC(=O)Nc2ccc(C(=O)O)cc2)C(=O)N1C (configuration not stated),3,3,2,1,-6,2,0.3,-0.6,7,1
N#CC1=C(N)Oc2cc(N)ccc2C1c1ccccc1 (configuration not stated),3,6,-2,2,0,7,1.2,-1.2,-45,-2
CCC1(c2ccccc2)NC(=O)N(CC(=O)Nc2ccc(N3CCOCC3)cc2)C1=O (configuration not stated),0,15,-1,-2,2,2,2.1,-3.9,-4,-4
Cc1ccc(/C(O)=C2\C(=O)C(=O)N(C)C2c2cccc([N+](=O)[O-])c2)cc1 (configuration not stated),-1,20,4,-5,2,4,-0.7,-4.4,-13,-6
CCOC(=O)Nc1ccccc1C(=O)N1CCOCC1,0,14,2,-4,0,7,-0.3,-2.3,6,-2
Cc1nc2ccc(NS(=O)(=O)c3ccc(F)c(C)c3)cc2[nH]1,-2,-3,-1,1,-4,-1,-1.2,0.5,4,5
Cc1ccc(S(=O)(=O)Nc2ccc3ccccc3c2[N+](=O)[O-])cc1,-5,-4,0,-1,1,-2,1.5,0.8,7,-6
CCC(C)c1ccccc1NC(=O)C(C)OC(=O)CN1C(=O)NC(C)(C)C1=O (configuration not stated),-1,7,5,x,-10,-5,1.1,-1.4,13,0
COc1cc(CN2CCN(CCCc3ccccc3)CC2CCO)cc(OC)c1 (configuration not stated),3,14,2,-3,0,2,0.4,-3.1,-8,-6
CCCN(CCC)S(=O)(=O)c1ccc(C(=O)O)cc1,0,10,2,-3,11,-1,0.2,-1.8,-19,1
Cc1onc(-c2c(Cl)cccc2Cl)c1/C(N)=N/OC(=O)C(C)(C)C,2,-10,2,-5,2,-3,0.1,1.9,-15,-5
CC1=C(C(=O)OCc2ccccc2)C(c2ccccc2)NC(=O)N1CCCC(=O)O (configuration not stated),-1,-2,-1,-2,-2,-2,2.1,0.3,8,12
COc1cccc(CNC(=O)c2ccccc2SCC(=O)N2CCCC2)c1,1,22,-1,-7,-1,4,-0.3,-4.6,3,7
COc1cc(/C=C2\SC(=O)N(c3ccc(O)cc3)C2=O)cc(OC)c1OC,2,12,1,-2,-4,8,-0.6,-2.5,-25,-4
O=C(Nc1ccccc1C(F)(F)F)c1ccccn1,1,-1,4,3,-3,-2,-1.5,0.3,6,1
COc1ccc(N2CCN(C(=O)CCS(=O)(=O)c3cccc4nsnc34)CC2)cc1,0,12,-1,-2,11,-3,1.0,-2.0,7,3
COc1ccc(-n2c(=O)c(CCC(=O)N3CCC(C)CC3)nc3ccccc32)cc1,-2,14,2,1,-7,-3,-0.4,-3.5,16,1
COc1ccc(-c2cc(C(=O)Nc3ccc(C(N)=O)cc3)c3ccccc3n2)cc1OC,3,16,-1,-12,-3,2,1.4,-3.1,11,1
Cc1ccc(C(=O)CCS(=O)(=O)c2ccc(F)cc2)cc1,-13,-1,-2,-3,-10,0,1.3,0.2,9,-3
CC(C)NC(=O)CSc1nc2sccc2c(=O)n1-c1ccccc1,-5,-13,-4,0,-2,2,-1.2,2.0,-9,3
Cc1ccc(C(=O)N/N=C/c2ccc(OC(=O)c3ccccc3Cl)cc2)cn1,4,-17,3,-4,10,1,1.1,2.5,3,-4
Cc1ccc(NC(=S)N2CCC(NC(=O)C3CCCCC3)CC2)cc1C,-3,7,3,0,-19,-7,-2.0,-1.1,-16,7
COc1ccc(CNCCC(c2ccc(F)cc2)c2ccc(OC(C)C)cc2)cc1OC (configuration not stated),-3,-59,0,x,-3,10,-1.4,12,-29,5
O=C(/C=C/c1cccs1)N1CCc2ccccc21,-1,-2,-1,6,-4,0,-0.2,0.5,-1,8
Cc1ccc(-c2ccc(=O)n(CC(=O)NCCN3CCCCC3C)n2)cc1 (configuration not stated),-7,2,3,-5,-6,-3,0.3,-0.4,10,1

# Shown with two lines to a compound: entries from further up
# Results follow in this order: Keap1 Nrf2 FP	MOR-DOR inv ag	V-ATPase pHluor	CAL-PDZ inh HTS	RTF Ca sens inh	HTR5A ag ctr	C-LANA FP	OPRM1-OPRD1 ag	HTR5A inv ag	cardiac RTF act
COc1cc(/C=C2\SC(=O)N(c3ccc(O)cc3)C2=O)cc(OC)c1OC
→ 2	12	1	-2	-4	8	-0.6	-2.5	-25	-4
COc1ccc(-n2c(=O)c(CCC(=O)N3CCC(C)CC3)nc3ccccc32)cc1
→ -2	14	2	1	-7	-3	-0.4	-3.5	16	1

# The list goes on.
SMILES,Keap1 Nrf2 FP,MOR-DOR inv ag,V-ATPase pHluor,CAL-PDZ inh HTS,RTF Ca sens inh,HTR5A ag ctr,C-LANA FP,OPRM1-OPRD1 ag,HTR5A inv ag,cardiac RTF act
O=[N+]([O-])c1cc(C(F)(F)F)ccc1NCCCCNS(=O)(=O)c1ccc(Cl)cc1,-7,-22,-7,-5,5,3,-0.5,4.0,7,7
Cc1cccc(-c2cc3nc4c(c(N5CCOCC5)n3n2)CCCC4)c1,1,-5,1,-4,-6,3,1.0,0.9,-5,-21
COc1ccc(N(CC(=O)N/N=C/c2ccc(OC3CSC3)cc2)S(=O)(=O)c2ccccc2)cc1,1,12,-6,-1,6,-1,-2.2,-1.9,4,-4
Cc1sc2ncnc(N3CCC(C(=O)NNC(=O)c4ccccc4Cl)CC3)c2c1C,-4,1,-1,37*,-7,-2,0.5,-0.1,23,-4
O=C(Cn1cnc2ccccc21)NCc1ccccc1,-4,x,1,-3,-27,x,-0.8,x,x,6
COCCCNC(=O)CC1C[C@H](C(=O)N2CCCCC2)[C@@]2(CCc3ccccc3)c3[nH]c4ccc(OC)cc4c3CCN2C1=O (some centres not stated),2,2,1,0,-2,3,-1.0,-0.5,-10,1
CCCCC(=O)Nc1ccnc(-c2cccnc2)n1,-2,4,6,-3,-3,-3,1.1,-0.8,9,2
Cc1ccc(C(=O)CCC(=O)NCc2ccc(Cl)cc2)cc1,-3,6,-2,-3,-11,-6,-0.9,-1.7,3,-2
O=C(NCCCNCc1ccccc1)c1ccc(/C=N/O)nc1,0,13,1,-31,-4,-2,-0.3,-2.6,4,0
CCOc1ncccc1C(=O)OCC(=O)c1cc(OC)ccc1OC,0,3,-4,-8,-3,-1,-0.3,-0.6,4,4
Cc1ccsc1CN(C(=O)c1ccc([N+](=O)[O-])cc1)C1CCS(=O)(=O)C1 (configuration not stated),1,6,-2,-4,-3,-2,-0.5,-1.2,21,-5
O=C(Nc1nncs1)c1ccccc1NS(=O)(=O)c1cccs1,-1,1,-5,-5,2,-4,0.6,-0.2,-22,-3
Cc1ccc(C)c(NC(=O)CN2C(=O)COc3ccc(S(=O)(=O)N4CCCC4)cc32)c1,1,9,3,-2,-8,1,-0.9,-1.7,3,-1
CCCNC(=O)c1ccccc1NC(=O)Cc1ccc(OC)c(S(=O)(=O)N2CCOCC2)c1,-1,17,-2,x,-9,-2,-0.6,-3.4,4,-5
Cc1cc(C)cc(NC(=S)N2CCN(c3ncc(C(F)(F)F)cc3Cl)CC2)c1,2,2,-3,-23,-9,4,2.3,-0.3,-11,-4
COc1ccccc1/C=C1\SC(=O)N(CCC(=O)N2CCCCC2CCO)C1=O (configuration not stated),1,0,-2,x,-6,-3,-0.3,0.0,11,-9
COc1ccccc1-n1cc(-c2ccccc2)c2c(=S)nc[nH]c21,2,13,-1,77*,-8,-4,0.3,-2.4,-10,-5
O=C(NC(=S)Nc1cc(Cl)ccc1N1CCOCC1)c1ccccc1[N+](=O)[O-],-1,14,-5,-2,2,-5,-0.2,-4.3,16,0
Cc1cc(C)cc(NC(=O)[C@H](NC(=O)[C@@H]2Cc3ccccc3CN2)c2ccccc2)c1,-8,-9,1,-3,6,2,-0.1,1.7,-2,-1
CN(Cc1ccccc1)S(=O)(=O)c1ccc2c(c1)CCC(=O)N2,-4,-2,-4,-3,6,0,-0.8,0.3,-22,2
CC1(C)CC(N2CN(C3CCCCC3)CC2=O)CC(C)(C)N1,1,5,-1,0,-5,-3,1.7,-1.0,8,-5
Oc1ccc2ccccc2c1C=Nc1ccccc1Br,2,-3,1,-1,-5,4,-2.5,0.7,-14,-8
O=C(c1cn2ccccc2n1)N1CCCC(Nc2ccc(F)c(F)c2)C1 (configuration not stated),-5,6,-2,-3,-2,-3,0.2,-1.2,8,3
O=C(OCC(=O)N(Cc1ccccc1)Cc1ccccc1)c1ccccc1NCCO,4,-9,1,x,0,10,0.1,1.4,-25,-20
COc1cc(CCc2ccccc2)c(C(=O)O)c(O)c1CC=C(C)C,-3,-14,-3,-4,-5,3,1.4,2.8,17,-2
CN(C)CCCNC(=S)Nc1ccc(-c2ccccc2)cc1,3,8,-8,-2,2,4,-1.5,-1.5,-10,4
O=C(Nc1cnc2sc3c(n2c1=O)CCCC3)c1ccc(F)cc1,0,2,-4,-4,-16,-3,-1.3,-0.4,7,8
Cc1[nH]c2ccccc2c1/C=N/Nc1nc(N2CCCCC2)nc(N2CCCCC2)n1,-7,-15,1,-10,-15,8,-1.9,3.0,10,12
CCN(CC)C(=O)c1cc2c(=O)c3cc(F)ccc3oc2nc1C,1,1,2,0,-9,-1,1.9,-0.3,2,3

# Grouped by structure, the compounds so far containing two or more sulfur atoms.
SMILES,Keap1 Nrf2 FP,MOR-DOR inv ag,V-ATPase pHluor,CAL-PDZ inh HTS,RTF Ca sens inh,HTR5A ag ctr,C-LANA FP,OPRM1-OPRD1 ag,HTR5A inv ag,cardiac RTF act
COc1ccc(N2CCN(C(=O)CCS(=O)(=O)c3cccc4nsnc34)CC2)cc1,0,12,-1,-2,11,-3,1.0,-2.0,7,3
CC(C)NC(=O)CSc1nc2sccc2c(=O)n1-c1ccccc1,-5,-13,-4,0,-2,2,-1.2,2.0,-9,3
COc1ccc(N(CC(=O)N/N=C/c2ccc(OC3CSC3)cc2)S(=O)(=O)c2ccccc2)cc1,1,12,-6,-1,6,-1,-2.2,-1.9,4,-4
Cc1ccsc1CN(C(=O)c1ccc([N+](=O)[O-])cc1)C1CCS(=O)(=O)C1 (configuration not stated),1,6,-2,-4,-3,-2,-0.5,-1.2,21,-5
O=C(Nc1nncs1)c1ccccc1NS(=O)(=O)c1cccs1,-1,1,-5,-5,2,-4,0.6,-0.2,-22,-3
